CDK5 inh – CDK5/p35 (human) kinase inhibition | inhibition, % at 10 µM | Recombinant CDK5/p35, ADP-Glo luminescence, 60 min | AID 488839 | 0.01% of 330,000 active;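 active = highest replicate inhibition of at least 50% and at least 75% of replicates reaching 50%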;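 also: plate controls were DMSO neutral control for no effect and GW8510 at 10 µM for full effect; many of its hits are not listed in these tables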
C-LANA FP – KSHV C-LANA DNA binding inhibition; MBP-C-LANA/FAM-LBS DNA binding, fluorescence polarization; 0.078% of 340,000 active; AID 504423; inhibition, % at 9 µM;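 active = highest replicate inhibition at or above 60% at 9 µM, even if other replicates fall short; inactive = all replicates below 60% inhibition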;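 also: 0% = neutral control wells and 100% = 4 µM acridine orange control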
NSD2 inh – NSD2 (human) methyltransferase inhibition. AID 743445. NSD2 peptide methylation, AlphaScreen, 120 min. inhibition, % at 12.5 µM. O96028. 0.54% of 310,000 active; in the data active = inhibition above about 50%
Target sequence (O96028 whole entry, looked up): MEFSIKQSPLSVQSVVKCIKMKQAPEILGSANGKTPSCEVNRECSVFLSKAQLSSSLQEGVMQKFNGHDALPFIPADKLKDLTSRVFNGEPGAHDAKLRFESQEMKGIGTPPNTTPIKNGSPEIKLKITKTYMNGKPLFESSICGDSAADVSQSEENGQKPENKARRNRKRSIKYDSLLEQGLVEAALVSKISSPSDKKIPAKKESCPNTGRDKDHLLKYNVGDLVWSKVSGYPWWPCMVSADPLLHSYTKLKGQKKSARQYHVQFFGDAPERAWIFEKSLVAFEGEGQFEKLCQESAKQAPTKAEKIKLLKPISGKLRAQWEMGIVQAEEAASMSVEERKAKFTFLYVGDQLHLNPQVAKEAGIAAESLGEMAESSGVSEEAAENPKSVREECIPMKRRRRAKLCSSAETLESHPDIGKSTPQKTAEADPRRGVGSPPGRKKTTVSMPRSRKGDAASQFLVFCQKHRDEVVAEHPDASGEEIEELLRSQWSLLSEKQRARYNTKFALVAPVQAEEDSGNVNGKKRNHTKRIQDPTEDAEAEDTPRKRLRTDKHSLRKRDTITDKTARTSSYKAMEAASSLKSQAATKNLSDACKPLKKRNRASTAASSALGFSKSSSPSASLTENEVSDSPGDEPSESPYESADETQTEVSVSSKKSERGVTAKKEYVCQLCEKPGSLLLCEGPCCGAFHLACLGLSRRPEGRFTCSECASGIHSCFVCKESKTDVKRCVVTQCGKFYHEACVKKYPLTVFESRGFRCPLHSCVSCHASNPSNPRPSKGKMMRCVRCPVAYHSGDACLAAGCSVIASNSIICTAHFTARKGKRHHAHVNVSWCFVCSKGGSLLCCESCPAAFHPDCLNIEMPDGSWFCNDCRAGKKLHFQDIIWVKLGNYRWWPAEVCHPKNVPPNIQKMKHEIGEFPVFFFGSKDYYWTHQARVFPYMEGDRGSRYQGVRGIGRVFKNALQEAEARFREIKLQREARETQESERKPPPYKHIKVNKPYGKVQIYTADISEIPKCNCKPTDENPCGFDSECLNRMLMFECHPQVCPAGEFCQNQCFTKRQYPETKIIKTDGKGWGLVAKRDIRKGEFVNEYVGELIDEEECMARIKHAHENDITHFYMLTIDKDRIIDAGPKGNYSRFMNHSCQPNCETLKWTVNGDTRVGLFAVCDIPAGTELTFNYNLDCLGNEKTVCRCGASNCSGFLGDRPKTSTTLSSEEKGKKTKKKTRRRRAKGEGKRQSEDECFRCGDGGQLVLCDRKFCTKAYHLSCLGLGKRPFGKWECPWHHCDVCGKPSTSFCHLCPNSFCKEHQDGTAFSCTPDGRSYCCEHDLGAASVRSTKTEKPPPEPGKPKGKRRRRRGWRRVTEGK
PvdQ acylase – blocks Pseudomonas aeruginosa PvdQ acylase activity; purified PvdQ acylase, fluorescence plate reader; inhibition, % at 10 µM; 0.063% of 340,000 active; AID 488965; in the data active = inhibition above about 30%, passing the limit was not always enough;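 also: 0% = vehicle neutral wells and 100% = reference inhibitor wells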
RTF Ca sens act – increases calcium sensitivity of human cardiac regulated thin filaments | P19429+P45379 | IANBD-labeled TnC RTF fluorescence at EC20 calcium; 0% EC20 calcium, 100% full calcium | activation, % at 7.2 µM | 0.24% of 340,000 active | AID 493008;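 active = activation above the mean over all tested compounds plus 3 SD, cut at about 30% in these data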;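 also: rise in fluorescence read as greater calcium sensitivity of cardiac thin filaments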
dFosB act – activators of mouse delta FosB homodimer. AID 493131. P13346. purified delta FosB, TAMRA-CDK5 oligo fluorescence polarization; percent of positive-control signal above neutral wells. activation, % at 25 µM. 0.99% of 340,000 active;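 active = mean activation above about 17%, with every replicate also reaching it, limit read from the data, passing the limit was not always enough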;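 also: fluorescence polarization rise as delta FosB binds a TAMRA Cdk5 AP-1 oligo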
Rtt109 Vps75 – C. albicans Rtt109 histone acetyltransferase inhibition; purified Rtt109/Vps75, ThioGlo CoA-SH fluorescence, 4 h; inhibition, % at 34.9 µM; 0.16% of 330,000 active;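 active = inhibition of at least 50% in every replicate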
Cardiac RTF inh – cardiac RTF calcium desensitization. 0.12% of 340,000 active. P19429+P45379. AID 493244. inhibition, % at 7.15 µM. IANBD-labeled cardiac RTF, Ca2+ fluorescence;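 active = inhibition above the mean inhibition of all tested compounds plus 3 SD, cut at about 17% in these data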;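 also: assay run at fixed EC70 calcium of 1.6 mM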
Keap1 Nrf2 FP – inhibitors of human Keap1-Nrf2 protein-protein interaction | Q14145 | Keap1 Kelch-Nrf2 peptide fluorescence polarization, 1536-well | inhibition, % at 9.4 µM | 0.15% of 340,000 active; in the data active = inhibition above about 12%;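 also: human Keap1 Kelch domain with fluorescein labeled Nrf2 9mer peptide probe; 0% = neutral control wells and 100% = peptide positive control; higher means more block of Keap1 binding to Nrf2 peptide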
SUMO Mot1 rescue – SUMOylation pathway inhibition by Mot1-301 growth rescue. 1% of 320,000 active. S. cerevisiae Mot1-301 growth rescue, ATP luminescence, 38.5C; percent above DMSO median, 100 means doubled. growth rescue, % at 18.8 µM;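 active = every valid replicate shows activation above 250% relative to neutral control wells; inactive = the rest, any valid replicate at or below 250%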;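 also: OY570 slx delta 5 strain wells were the positive control but not used for scaling; some compounds called inactive have numbers as strong as hits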
PfHsp90 yeast 2 – inhibits growth of yeast expressing Plasmodium falciparum Hsp90; S. cerevisiae expressing PfHsp90, BacTiter-Glo ATP, 48 h; yeast lacking PDR1 and PDR3 efflux regulators; 0.32% of 310,000 active; AID 504621; inhibition, % at 9.4 µM;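 active = every replicate shows inhibition above about 80%, whatever the replicate mean, limit read from the data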;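 also: 0% = DMSO neutral controls and 100% = 20 µM radicicol positive controls; yeast relying on Plasmodium falciparum Hsp90 in place of its own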
The depositor's hits bear a star.

`O=C(COc1ccc(Cl)cc1Cl)N/N=C/c1ccc[nH]1` gave CDK5 inh 1.0, C-LANA FP 0.6, NSD2 inh 6.4, PvdQ acylase 0.7, RTF Ca sens act -1.7, dFosB act -7.4, Rtt109 Vps75 4.1, Cardiac RTF inh 11.3, Keap1 Nrf2 FP -6.2, SUMO Mot1 rescue -11.0 and PfHsp90 yeast 2 14.9.
`COc1ccc(CCN2CN(S(=O)(=O)c3ccccc3)c3nc4ccccc4nc32)cc1` gave CDK5 inh 3.3, C-LANA FP -0.1, NSD2 inh -3.1, PvdQ acylase -3.8, RTF Ca sens act -3.9, dFosB act -5.0, Rtt109 Vps75 7.7, Cardiac RTF inh 11.7, Keap1 Nrf2 FP 1.5, SUMO Mot1 rescue -10.0 and PfHsp90 yeast 2 -40.6.
CS(=O)(=O)N(Cc1ccccc1)c1ccc(C(=O)Nc2ccc(C(N)=O)cc2)cc1 was read as CDK5 inh -4.7, C-LANA FP -2.3, NSD2 inh -2.5, PvdQ acylase -24.2, RTF Ca sens act -9.2, dFosB act -3.9, Rtt109 Vps75 1.0, Cardiac RTF inh -4.2, Keap1 Nrf2 FP -6.3, SUMO Mot1 rescue 2.2 and PfHsp90 yeast 2 18.2.
COc1ccc(NC(=O)/C=C/c2ccco2)cn1 was read as CDK5 inh 0.6, C-LANA FP 1.6, NSD2 inh 2.5, PvdQ acylase -9.7, RTF Ca sens act 2.0, dFosB act -3.3, Rtt109 Vps75 -7.3, Cardiac RTF inh -8.5, Keap1 Nrf2 FP -5.1, SUMO Mot1 rescue 136.0 and PfHsp90 yeast 2 -5.4.
For Cc1cc(C)c2nc(NNC(=O)c3ccc(S(=O)(=O)N4CC(C)CC(C)C4)cc3)sc2c1 (configuration not stated) the results were CDK5 inh 0.0, C-LANA FP -1.0, PvdQ acylase 3.5, RTF Ca sens act -0.1, dFosB act -7.0, Rtt109 Vps75 0.0, Cardiac RTF inh -3.5, Keap1 Nrf2 FP -1.4, SUMO Mot1 rescue 8.8 and PfHsp90 yeast 2 43.4.
`O=C(NNC(=O)C1CC(c2cccs2)=NO1)Nc1ccccc1` (configuration not stated) gave CDK5 inh -1.2, C-LANA FP -0.2, NSD2 inh 0.5, PvdQ acylase -6.9, RTF Ca sens act -2.7, dFosB act -5.8, Rtt109 Vps75 -5.9, Cardiac RTF inh -5.7, Keap1 Nrf2 FP 1.0, SUMO Mot1 rescue 145.2 and PfHsp90 yeast 2 8.6.
CC(=O)c1cc(CN2CCC(n3nccc3NC(=O)c3ccccc3Cl)CC2)cs1 was read as CDK5 inh 0.2, C-LANA FP -0.6, NSD2 inh -2.6, PvdQ acylase -6.2, RTF Ca sens act -1.9, dFosB act -7.2, Rtt109 Vps75 -4.0, Cardiac RTF inh 4.0, Keap1 Nrf2 FP 3.6, SUMO Mot1 rescue 13.8 and PfHsp90 yeast 2 -3.5.
For COc1ccc([N+](=O)[O-])cc1NC(=O)Cn1ccsc1=N the results were CDK5 inh -1.8, C-LANA FP 1.1, NSD2 inh 1.0, PvdQ acylase -12.0, RTF Ca sens act 8.0, dFosB act 0.4, Rtt109 Vps75 6.8, Cardiac RTF inh -24.5, Keap1 Nrf2 FP -3.4, SUMO Mot1 rescue -5.9 and PfHsp90 yeast 2 1.8.
Screening CN(C)c1nc(Oc2ccc(C(=O)OCC(=O)Nc3ccccc3)cc2)nc(N(C)C)n1 returned CDK5 inh 0.4, C-LANA FP 0.2, NSD2 inh -1.1, PvdQ acylase -2.1, RTF Ca sens act -7.1, dFosB act 5.9, Rtt109 Vps75 10.7, Cardiac RTF inh -3.1, Keap1 Nrf2 FP 2.3, SUMO Mot1 rescue -4.7 and PfHsp90 yeast 2 0.4.
C=CCn1c(COc2ccccc2)nnc1SCC(=O)N/N=C/c1ccc(C)cc1 was read as CDK5 inh -1.5, C-LANA FP -0.1, NSD2 inh 8.8, PvdQ acylase -2.6, RTF Ca sens act -3.0, dFosB act -11.6, Rtt109 Vps75 6.5, Cardiac RTF inh -6.5, Keap1 Nrf2 FP 2.4, SUMO Mot1 rescue 759.1 and PfHsp90 yeast 2 -23.5.
`COc1ccc(N(CC(=O)Nc2ccccc2F)S(=O)(=O)c2ccc(OC)c(OC)c2)cc1` gave CDK5 inh -6.7, C-LANA FP -0.1, NSD2 inh -4.4, PvdQ acylase -4.5, RTF Ca sens act -2.0, dFosB act -9.2, Rtt109 Vps75 0.4, Cardiac RTF inh -10.8, Keap1 Nrf2 FP -6.0, SUMO Mot1 rescue 9.2 and PfHsp90 yeast 2 -23.1.
For COc1ccc(-c2cc(=O)n(CCC#N)[nH]2)cc1 the results were CDK5 inh -1.7, C-LANA FP -0.1, PvdQ acylase -2.2, RTF Ca sens act 3.4, dFosB act 4.4, Rtt109 Vps75 -2.0, Cardiac RTF inh -20.0, Keap1 Nrf2 FP -5.7, SUMO Mot1 rescue -4.8 and PfHsp90 yeast 2 -26.4.
Screening CC(/C=N/N1CCN(c2ccc(C)cc2)CC1)=C\c1ccccc1 returned CDK5 inh -0.4, C-LANA FP -0.1, NSD2 inh 0.0, PvdQ acylase -14.4, RTF Ca sens act -4.1, dFosB act -7.1, Rtt109 Vps75 -1.6, Cardiac RTF inh -5.5, Keap1 Nrf2 FP -1.9 and PfHsp90 yeast 2 24.1.
`Cc1ccc(/C=C/C(=O)Nc2cc(S(N)(=O)=O)ccc2O)cc1` gave CDK5 inh -0.2, C-LANA FP 1.0, NSD2 inh 3.0, PvdQ acylase -9.0, RTF Ca sens act 1.6, dFosB act -4.3, Rtt109 Vps75 -4.4, Cardiac RTF inh -3.0, Keap1 Nrf2 FP -5.0, SUMO Mot1 rescue -0.4 and PfHsp90 yeast 2 19.0.
Screening O=C(CNCc1ccc(Cl)cc1)Nc1ccc(C(=O)N2CCCCCC2)cc1 returned CDK5 inh -5.1, C-LANA FP -0.7, NSD2 inh 1.2, PvdQ acylase -13.0, RTF Ca sens act -1.1, dFosB act -10.9, Rtt109 Vps75 -1.6, Cardiac RTF inh -24.7, Keap1 Nrf2 FP -0.4, SUMO Mot1 rescue 309.9 and PfHsp90 yeast 2 21.0.
Screening Cc1cc(CNC(=O)Cc2ccc(F)cc2)c2ccccc2n1 returned CDK5 inh 0.9, C-LANA FP -0.6, NSD2 inh -2.0, PvdQ acylase 0.2, RTF Ca sens act -0.5, dFosB act -1.5, Rtt109 Vps75 1.6, Cardiac RTF inh -3.8, Keap1 Nrf2 FP -1.2, SUMO Mot1 rescue -5.7 and PfHsp90 yeast 2 4.1.
`O=C(O)c1ccc2c(c1)C(=O)N(c1cccc3ccccc13)C2=O` gave CDK5 inh 0.3, C-LANA FP -0.8, NSD2 inh 2.9, PvdQ acylase 2.5, RTF Ca sens act -4.0, dFosB act 5.0, Rtt109 Vps75 -0.1, Cardiac RTF inh 5.9, Keap1 Nrf2 FP 0.5, SUMO Mot1 rescue -15.5 and PfHsp90 yeast 2 0.5.
Screening Cn1c(SCC(=O)N/N=C/c2ccco2)nc2ccccc21 returned CDK5 inh -0.5, C-LANA FP -0.2, NSD2 inh -3.3, PvdQ acylase -3.8, RTF Ca sens act -3.5, dFosB act -8.6, Rtt109 Vps75 -8.9, Cardiac RTF inh -13.6, Keap1 Nrf2 FP -1.8 and SUMO Mot1 rescue 8.7.
Cc1n[nH]c(=O)nc1NC(C)c1ccccc1 (configuration not stated) was read as CDK5 inh 2.0, C-LANA FP -3.3, NSD2 inh -0.3, PvdQ acylase -2.9, RTF Ca sens act -11.1, dFosB act 4.1, Rtt109 Vps75 -11.0, Cardiac RTF inh -5.0, Keap1 Nrf2 FP -1.3, SUMO Mot1 rescue 72.4 and PfHsp90 yeast 2 -4.9.
For CCC(NC(=O)c1ccc2nc(Cc3ccc(OC)cc3)oc2c1)c1ccncc1 (configuration not stated) the results were CDK5 inh -0.7, C-LANA FP -1.2, NSD2 inh -1.7, PvdQ acylase -13.3, RTF Ca sens act -2.1, dFosB act -11.5, Rtt109 Vps75 6.8, Cardiac RTF inh -9.7, Keap1 Nrf2 FP -9.3, SUMO Mot1 rescue -12.9 and PfHsp90 yeast 2 -41.5.
`Cc1ccccc1NS(=O)(=O)c1ccc(NC(=O)c2nc3ncccn3n2)cc1` gave CDK5 inh 1.2, C-LANA FP 1.5, PvdQ acylase -10.1, RTF Ca sens act -4.5, dFosB act -10.1, Rtt109 Vps75 5.6, Cardiac RTF inh 1.3, Keap1 Nrf2 FP 2.9, SUMO Mot1 rescue 92.0 and PfHsp90 yeast 2 17.6.
For Cc1ccc(C)c(S(=O)(=O)N2CCCC2CNC(=O)C(=O)NCc2ccccc2C)c1 (configuration not stated) the results were CDK5 inh -1.2, C-LANA FP -1.7, NSD2 inh -2.0, PvdQ acylase -0.8, RTF Ca sens act -3.8, dFosB act -4.3, Rtt109 Vps75 3.0, Cardiac RTF inh -24.3, Keap1 Nrf2 FP 3.3, SUMO Mot1 rescue -5.1 and PfHsp90 yeast 2 -7.8.
For COc1ccc(C(=O)CCNc2ccc(F)cc2)cc1 the results were CDK5 inh -0.6, C-LANA FP 1.8, NSD2 inh -2.3, PvdQ acylase -13.7, RTF Ca sens act -0.6, dFosB act -8.0, Rtt109 Vps75 -2.0, Cardiac RTF inh -3.8, Keap1 Nrf2 FP -3.5, SUMO Mot1 rescue -8.0 and PfHsp90 yeast 2 4.9.
O=C(NCc1ccc(F)cc1)c1cc2ccccc2o1 was read as CDK5 inh -0.4, C-LANA FP -1.1, NSD2 inh -11.2, PvdQ acylase -14.3, RTF Ca sens act -5.6, dFosB act -2.8, Rtt109 Vps75 4.9, Cardiac RTF inh -12.4, Keap1 Nrf2 FP -2.8, SUMO Mot1 rescue -15.9 and PfHsp90 yeast 2 0.2.
`Cn1nccc1C(=O)OCC(=O)Nc1ccccc1` gave CDK5 inh 3.3, C-LANA FP 1.7, NSD2 inh -1.1, PvdQ acylase -11.1, RTF Ca sens act 2.3, dFosB act -4.3, Rtt109 Vps75 2.0, Cardiac RTF inh -6.2, Keap1 Nrf2 FP -2.9 and PfHsp90 yeast 2 27.0.
CCN(CC)C(=O)C1CCN(CC2CC=CCC2)CC1 (configuration not stated) was read as CDK5 inh -0.5, C-LANA FP 0.9, NSD2 inh -0.8, PvdQ acylase 1.3, RTF Ca sens act -0.5, dFosB act 1.1, Cardiac RTF inh -2.1, Keap1 Nrf2 FP 1.3, SUMO Mot1 rescue -0.2 and PfHsp90 yeast 2 -3.9.
For CC1CCCCN1Cc1c(C#N)c2ccccc2n1C (configuration not stated) the results were CDK5 inh 2.5, C-LANA FP -1.5, NSD2 inh -2.5, PvdQ acylase -15.0, RTF Ca sens act 2.3, dFosB act 0.8, Rtt109 Vps75 -4.8, Cardiac RTF inh -0.7, Keap1 Nrf2 FP -2.5, SUMO Mot1 rescue -18.2 and PfHsp90 yeast 2 -21.6.

Screening data as filed in PubChem.
